ER stress death = ER stress cell death inhibition; CSM14.1 thapsigargin ER stress survival, ATP luminescence; relative survival (cellular ATP), % at 15 µg/mL (by protocol); 48,000 compounds, 0.33% hits;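 active = survival measured by cellular ATP above 50% at 15 µg/ml in the first screen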;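 also: cell death triggered by about 15 µM thapsigargin; ATP read 24 h after thapsigargin was added; plate controls were thapsigargin with DMSO for no effect and DMSO without thapsigargin for full effect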
* hit, by the source's call. An excerpt, so the mix of outcomes need not match the whole.

molecule,ER stress death
O=C(CSc1nnc(-c2ccc(Br)cc2)o1)NC1CCCCC1,2
Fc1cccc(Cl)c1CSc1nc2ccccc2[nH]1,0
CCC(Oc1ccccc1)C(=O)N1CCN(c2ccc(Cl)cc2)CC1 (stereo not drawn),2
COc1ccc([N+](=O)[O-])cc1/C=C1/C(=O)NC(=O)N(c2ccc(C(C)C)cc2)C1=O,-1
CCC12CN3CC(CC)(CN(C1)C3c1ccc(OC)cc1)C2=O (stereo not drawn),2
COc1ccc(CCn2c(O)c(/C=C3/C=c4ccccc4=NC3=O)sc2=S)cc1OC,-2
CCOC(=O)C1=C(C)NC2=C(C(=O)c3ccccc32)C1c1ccc([N+](=O)[O-])cc1 (stereo not drawn),-4
CC1(C)CC(=O)C=C(Nc2ccc(F)c(F)c2)C1,9
O=S(=O)(NCc1ccncc1)c1cc(Cl)ccc1Cl,0
COc1cc(C(c2c(C)[nH]c3ccccc23)c2c(C)[nH]c3ccccc23)ccc1O,-8
CC(C)(C)c1cnnn1-c1ccc(N)cc1,3
COc1ccc(/C=N\Nc2nc(-c3ccccc3)cc(-c3ccccc3)n2)cc1OC,-8
Cc1cc(OCC(=O)Nc2cc(Cl)ccc2Cl)ccc1Br,25
O=C1CC(Sc2nc3ccccc3s2)C(=O)N1c1cc(Cl)ccc1Cl (stereo not drawn),4
CC(=O)C1=C(O)C(=O)N(CCN2CCNCC2)C1c1ccc(F)cc1 (stereo not drawn),11
C=CCn1c(C)c(/C=C(/C#N)C(=O)Nc2ccc(OC)cc2)c2ccccc21,10
CC1C(c2ccccc2)=[N+]([O-])C(C)(c2cccs2)N1O (stereo not drawn),-2
NC(=S)N/N=C/c1ccc(-c2ccc(Cl)c(Cl)c2)o1,-2
Cc1cc(Cl)ccc1N(CC(=O)NCc1cccnc1)S(=O)(=O)c1ccccc1,-3
CCOC(=O)c1[nH]c(=O)[nH]c1CSc1nc2ccccc2o1,10
Cn1c2ccccc2c2cc(C3Nc4ccccc4C(=O)N3Cc3ccccc3)ccc21 (stereo not drawn),0
O=C(NN1C(=O)/C(=C/c2cccc3ccccc23)SC1=S)c1cccc(O)c1,-1
O=C(Nc1ccc(-c2nc3ccccc3o2)c(O)c1)c1cc(I)ccc1Cl,4
O=C(O)CCCCCN1C(=O)C(=O)/C(=C(/O)c2ccccc2)C1c1ccc(F)cc1 (stereo not drawn),0
Clc1cccc(OCCCCn2ccnc2)c1,35
O=C(/C=C/c1ccccc1)Nc1ccc2c(c1)OCCO2,1
O=C(/C=C/c1ccccc1)NCCSCc1ccccc1Cl,4
O=C(/C=C/c1ccco1)NCCCNC(=O)/C=C/c1ccco1,5
COc1cc(C(=O)NC(NC(=S)Nc2ccccc2)C(Cl)(Cl)Cl)cc(OC)c1OC (stereo not drawn),21
CCOC(=O)C(CCOc1ccc(Cl)cc1C)C(=O)OCC,6
COc1cc([N+](=O)[O-])ccc1-c1ccc(/C=C2\C(=O)NC(=O)N(c3ccccc3)C2=O)o1,12
C=C(C)Cn1c(SCC(=O)c2ccc(OC)cc2)nnc1-c1ccc(Br)cc1,10
BrC(/C=N\N1CCN(c2ccccc2)CC1)=C\c1ccccc1,1
CCOc1cc(C(=O)Nc2ncccc2C)cc(OCC)c1OCC,4
O=C(Nc1ccccc1C(=O)O)c1cccc(N2C(=O)c3cccc([N+](=O)[O-])c3C2=O)c1,5
COc1ccc(NC(=O)c2cnn3c2NC(c2ccc(F)cc2)CC3C(F)(F)F)c(OC)c1 (stereo not drawn),10
CCOc1c(Br)cc(/C=C2\C(=O)NC(=O)N(c3ccc(OC)cc3)C2=O)cc1OC,1
O=C(COc1ccc([N+](=O)[O-])cc1)Nc1ccc(OC(F)(F)F)cc1,2
O=C(NC1CCCC1)c1ccc(CN(c2ccccn2)S(=O)(=O)c2ccccc2)cc1,4
COc1ccc(/C=C2\C(=O)NC(=O)N(c3cc(C)cc(C)c3)C2=O)c(OC)c1,3
CCC(C)NC(=O)CN(c1ccc(OC)cc1OC)S(=O)(=O)c1ccc(C)cc1 (stereo not drawn),5
COc1cc(NC(=O)c2cccc(Br)c2)cc(OC)c1,-8
O=C(/C=C/c1ccccc1)N1CCN(c2ccc(Cl)cc2)CC1,0
COc1ccc(/C=C2/SC(=S)N(Cc3ccccc3)C2=O)cc1OC,8
COc1ccc(C2CC(c3ccc([N+](=O)[O-])cc3)=NN2)cc1 (stereo not drawn),0
O=C1C2ON(c3ccccc3)C(c3ccc(Br)cc3)C2C(=O)N1c1ccccc1C(F)(F)F (stereo not drawn),11
NC(=O)c1ccccc1NC(=O)c1ccccc1C(=O)O,10
Cc1cc(C)nc(SCC(=O)NN=C2CCCCCC2)n1,-6
Cc1onc(-c2ccccc2Cl)c1C(=O)Nc1sc(C)c(C)c1C#N,9
Fc1ccc(-c2nnc(-c3ccc(F)cc3)o2)cc1,7
O=C(C(c1ccccc1)c1ccccc1)N1CCN(C2CCN(Cc3ccccc3)CC2)CC1,-4
CCN1C(=O)/C(=C2\SC(=O)N(Cc3ccccc3)C2=O)c2ccccc21,-4
Cc1c(N2C(=O)CS/C2=N\N=C\c2ccc(Cl)cc2)c(=O)n(-c2ccccc2)n1C,3
CCOC(=O)c1ccccc1NC(=O)c1cnn2c1NC(c1ccccc1)CC2C(F)(F)F (stereo not drawn),-3
Cc1c(NC(=O)C2(C)CCCCC2)c(=O)n(-c2ccccc2)n1C,4
CCOc1ccc(-c2nc3cc(NC(=O)c4ccc(Br)o4)ccc3o2)cc1,1
O=C(Nc1cccc(Cl)c1)c1cccc(NC(=S)Nc2ccc(F)cc2)c1,0
COc1ccccc1N1CCN(C(=O)Cn2cnc3c2c(=O)n(C)c(=O)n3C)CC1,11
O=C(c1ccc(I)cc1)N1CCOCC1,8
Cc1ccc(CC2C(=O)N(c3cc(C)ccc3C)C(=O)C2C)cc1 (stereo not drawn),3

Continued.
molecule,ER stress death
CCc1ccc(CNCc2ccc3c(c2)OCO3)cc1,-6
Cc1cc(C)nc(SCC(=O)N/N=C/c2cc([N+](=O)[O-])ccc2O)n1,4
CCNC(=O)N1c2ccc(C)cc2C(C)=CC1(C)C,-3
COc1ccc(NC2SC(=O)NC2=O)cc1 (stereo not drawn),12
CCOC(=O)C1=C(C)N(CCOC)C(=O)/C1=C\c1ccccc1[N+](=O)[O-],-2
COc1cc(C=C2C(=O)N(C)C(=O)N(C)C2=O)ccc1Oc1ccc([N+](=O)[O-])cn1,1
c1cc(NCc2ccc3c(c2)OCO3)cc(-c2nc3ccccc3o2)c1,2
Cc1cccc2c1N(C(=O)CN1C(=O)c3ccccc3C1=O)C(C)(C)c1ssc(=S)c1-2,6
COc1cc(N2N=C(c3ccccc3)CC2c2ccccc2)c(C=O)cc1C=O (stereo not drawn),-6
COc1ccc(-c2c(C#N)c(N)nc(SCC(=O)OCc3ccccc3)c2C#N)cc1,12
O=C(c1ccc(I)cc1)N1CCc2ccccc21,9
C#CCSc1nc2ccccc2n1C(=O)/C=C/c1cccc([N+](=O)[O-])c1,2
CCN(CC)S(=O)(=O)c1ccc(N)cc1,5
Cc1cccc(OCCn2c(C)nc3ccccc32)c1,-3
COc1ccc(-n2c(O)c(C=Nc3ccc(C)cc3)c(=O)[nH]c2=O)cc1,-5
CN(C)c1cccc(C(=O)NC(c2ccccc2)c2ccccc2)c1,2
Cn1c(=O)oc2cc(Cl)c(C(=O)O)cc21,1
CCOc1ccccc1N1CCN(C(=O)c2cc(-c3ccccc3)nc3ccccc23)CC1,-3
O=S1(=O)c2ccccc2-c2cc(-c3nc(C4=CNC5C=CC=CC45)[nH]c3-c3ccccc3)ccc21 (stereo not drawn),-3
COc1c(Cl)ccc(Cl)c1C(=O)Nc1cccc(Br)c1,-3
C=CCN1C(=O)/C(=C\c2ccc(OCCOCCOc3ccc(C)cc3)cc2)SC1=S,12
COc1ccc(COC(=O)C2=C(C)NC3=C(C(=O)CC(C)(C)C3)C2c2ccc(Cl)c([N+](=O)[O-])c2)cc1 (stereo not drawn),-1
CC(C)=CCCC(C)NCc1ccco1 (stereo not drawn),4
CCC(Oc1ccccc1)C(=O)Nc1sc(C)c(C)c1C(=O)OC (stereo not drawn),2
O=C(CSc1ncccn1)NN=C1CCCC1,-5
COc1ccc(C2CC(C(F)(F)F)n3nc(C(=O)NCCc4ccccc4)c(Cl)c3N2)cc1OC (stereo not drawn),3
Cc1ccc2nc3nc(C)cc(C)c3c(N)c2c1,-13
Cc1ccc(C(=O)Oc2ccc(/C=c3/sc4nc5ccccc5n4c3=O)cc2)cc1,2
CCC1CCc2c(sc(NC(=O)c3c(-c4ccccc4)noc3C)c2C(N)=O)C1 (stereo not drawn),3
CCC1=NN2C(=N)/C(=C/c3ccc(OCc4ccc(F)cc4)cc3)C(=O)N=C2S1,9

Looked up by structure from the list above (four):
molecule,ER stress death
COc1ccc(-c2c(C#N)c(N)nc(SCC(=O)OCc3ccccc3)c2C#N)cc1,12
Clc1cccc(OCCCCn2ccnc2)c1,35
O=C(/C=C/c1ccccc1)Nc1ccc2c(c1)OCCO2,1
COc1ccc(C2CC(c3ccc([N+](=O)[O-])cc3)=NN2)cc1 (stereo not drawn),0

Later entries
molecule,ER stress death
C/C(=N\NC(=O)CCc1ccccc1)c1cccc(N)c1,3
CCCC1C(=O)CC(c2ccccc2)N(C)C1c1ccccc1 (stereo not drawn),4
Cc1ccc(NC2=CC(c3ccc4c(c3)OCO4)N(c3ccc(C)cc3)C2=O)cc1 (stereo not drawn),0
C/C(=C1/SC(=S)NC1=O)c1ccc(C)cc1,3
CCc1ccccc1NC(=O)C(=O)NCc1ccc(F)cc1,5
COc1ccc(C(N=C2NS(=O)(=O)c3cc([N+](=O)[O-])ccc32)c2ccccc2)cc1 (stereo not drawn),0
CCCc1nc(C)c(-c2ccc(OC)c(OC)c2)c(=O)[nH]1,11
CCSc1sc(CC)cc1C(=O)O,2
CCOC(=O)/C(=C1/OC(=O)c2ccccc21)c1ccc([N+](=O)[O-])cc1,10
Cc1ccc(S(=O)(=O)N2CCN(C(=O)c3ccccc3)C2C(C)C)cc1 (stereo not drawn),5
Cc1ccc(NCC(=O)N/N=C\c2cc(Br)ccc2O)cc1,16
COc1cc(C(=O)Nc2ccccc2C(N)=O)cc(OC)c1OC,2
CC(C)N(C(=O)c1ccc(-c2nc3ccccc3s2)cc1)C(C)C,0
COc1cc(OC)c(C=C2C(=O)NC(=S)NC2=O)cc1Br,-1
CC(C)Cc1nnc(NC(=O)Nc2ccc(Cl)c(Cl)c2)s1,9
COCCN1C(=O)/C(=C/c2cccc3ccccc23)SC1=S,5
Cc1cc(/C=C2\C(=O)NC(=O)N(c3ccc4c(c3)OCO4)C2=O)c(C)n1-c1cccnc1,-1
Cc1cc(Br)cc(C)c1NC(=O)C(C)C,-1
O=c1nc2cc3[nH]c4c(=O)c5ccccc5c4[nH]c3cc2n1,12
COc1ccccc1-c1c(C(F)(F)F)oc2cc(OCC(=O)O)ccc2c1=O,2
O=C(Cn1cc(/C=c2/sc3nc4ccccc4n3c2=O)c2ccccc21)Nc1ccccc1,0
Cc1cccc(N2CCN(S(=O)(=O)c3ccc(F)cc3)CC2)c1C,2
COC(=O)/C(=C\Nc1cccc2ccccc12)[N+](=O)[O-],-6
COc1cc(OC)c(OC)cc1/C=N/NC(=O)CCC1C(=O)NN=C1C (stereo not drawn),11
O=C(Nc1ccc([N+](=O)[O-])cn1)c1ccc(F)cc1,1
CCCNC(=O)c1cc(OC)c(OC)cc1[N+](=O)[O-],2
COC(=O)CN1C(=O)/C(=C\c2ccc(F)cc2)SC1=S,5
COc1ccc(NC(=O)C2=C(C)NC(=S)NC2c2ccc(C)cc2)cc1 (stereo not drawn),7
CCOC(=O)c1c(NC(=O)Cc2ccc(Cl)cc2)sc(C(=O)Nc2cccc(OC)c2)c1C,1
O=C1c2ccccc2NC(c2ccc3c(c2)OCO3)N1Cc1ccccc1 (stereo not drawn),1

Entries listed so far that have a CF3 group, in the order listed:
molecule,ER stress death
COc1ccc(NC(=O)c2cnn3c2NC(c2ccc(F)cc2)CC3C(F)(F)F)c(OC)c1 (stereo not drawn),10
O=C(COc1ccc([N+](=O)[O-])cc1)Nc1ccc(OC(F)(F)F)cc1,2
O=C1C2ON(c3ccccc3)C(c3ccc(Br)cc3)C2C(=O)N1c1ccccc1C(F)(F)F (stereo not drawn),11
CCOC(=O)c1ccccc1NC(=O)c1cnn2c1NC(c1ccccc1)CC2C(F)(F)F (stereo not drawn),-3
COc1ccc(C2CC(C(F)(F)F)n3nc(C(=O)NCCc4ccccc4)c(Cl)c3N2)cc1OC (stereo not drawn),3
COc1ccccc1-c1c(C(F)(F)F)oc2cc(OCC(=O)O)ccc2c1=O,2

The list continues:
molecule,ER stress death
CC(C)(C)c1cc(N2C(=O)C(=O)/C(=C(/O)c3ccc(Cl)cc3)C2c2ccc([N+](=O)[O-])cc2)no1 (stereo not drawn),-8
COc1cc(Br)c(/C=C2\C(=O)NC(=S)N(c3ccccc3)C2=O)cc1OC,4
COc1ccc(C(NC(=O)c2ccccc2OC)c2ccc(OC)cc2)cc1,1
Cc1ccc2c(Cl)c(C(=O)Nc3ccc4c(c3)OCCO4)sc2c1,-2
CC(C)C(=O)N1c2ccccc2NC2=C(C(=O)CC(C)(C)C2)C1c1cccnc1 (stereo not drawn),7
Cc1ccc(NC(=O)c2c(N)sc3c2CCC3)c(C)c1,-3
Clc1ccc(CN2CCN(/N=C/C=C\c3ccco3)CC2)cc1,-2
O=C1/C(=C/c2ccc(Br)cc2)SC(=S)N1Nc1ccccc1,8
CC(C)OC(=O)c1c(-c2ccc(Cl)cc2)csc1N,-2
CC(OCc1ccccc1)C(NC(=O)OC(C)(C)C)C(=O)NCCc1c[nH]c2ccccc12 (stereo not drawn),12

Screening results as filed in PubChem BioAssay.
